Screening results from PubChem BioAssay.
miR122 inh = inhibitors of miR-122 in Huh7 cells; 340,000 compounds, 0.3% hits; activation (reporter increase), % at 12.5 µM; Huh7 miR-122 Renilla luciferase sensor, 48 h; neutral wells = 0, positive control = 100; AID 602342;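 active means mean replicate activation score at least 90 and every replicate individually at or above 90; inconclusive means only one of the two criteria met; inactive means neither criterion met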;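 further: higher luciferase means less miR-122 activity so hits act as miR-122 inhibitors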
DENV2 CPE rescue = protects cells from dengue virus 2 cytopathic effect; DENV2-infected cells, cytopathic effect rescue, plate reader; CPE inhibition, % at 9.99 µM; 350,000 compounds, 1.7% hits; AID 651640; in the data active means CPE inhibition above about 20%, passing the limit was not always enough; inconclusive means no clear call, values can overlap the other calls; tested in BHK-21 cells;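 further: 0% = median of neutral control wells and 100% = median of positive control wells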
ERAP1 inh = blocks human ERAP1 aminopeptidase activity. AID 652197. Q9NZ08. 340,000 compounds, 0.15% hits. inhibition, % at 10.7 µM. recombinant ERAP1, Leu-AMC fluorescence, 60 min;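 active means mean replicate inhibition of at least 30%, or all replicates individually reaching that 30% level; inactive means mean below 30% and not every replicate reaching it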;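 further: 0% = neutral control wells and 100% = L-leucinethiol positive control wells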
ERp5 block = blocks human ERp5 reductase activity on insulin. Q15084. ERp5 insulin aggregation, absorbance 650 nm, 90 min. inhibition, % at 9.99 µM. 350,000 compounds, 0.05% hits. AID 651711;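 active means mean replicate inhibition above about 25%, with every replicate also reaching it, limit read from the data, passing the limit was not always enough; inconclusive means only one of those two criteria met; inactive means neither criterion met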
Target sequence (Q15084 whole entry, looked up): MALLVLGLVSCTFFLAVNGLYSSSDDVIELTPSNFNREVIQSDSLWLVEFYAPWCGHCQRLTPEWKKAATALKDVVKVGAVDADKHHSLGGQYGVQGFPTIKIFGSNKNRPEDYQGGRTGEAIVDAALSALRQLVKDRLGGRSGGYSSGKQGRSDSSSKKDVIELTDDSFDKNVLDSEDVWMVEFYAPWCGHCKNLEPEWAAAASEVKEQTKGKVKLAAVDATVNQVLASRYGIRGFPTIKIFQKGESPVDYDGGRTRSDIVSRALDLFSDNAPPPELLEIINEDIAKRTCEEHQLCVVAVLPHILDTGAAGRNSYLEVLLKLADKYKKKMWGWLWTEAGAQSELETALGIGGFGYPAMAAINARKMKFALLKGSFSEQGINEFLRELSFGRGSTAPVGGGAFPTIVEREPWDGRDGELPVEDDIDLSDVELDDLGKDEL
CASP6 VEID inh = caspase-6 (human) enzyme inhibition; P55212; AID 686996; 350,000 compounds, 0.53% hits; purified caspase-6, Z-VEID-R110 cleavage fluorescence; inhibition, % at 12.5 µM;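 active means mean inhibition across replicates at least about 35%, with every replicate also reaching that limit, limit read from the data; inconclusive means only one of the two criteria met; inactive means neither criterion met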;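 further: 0% = median of neutral control wells and 100% = no fluorescence left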
Target sequence (P55212 24-179 limits assumed): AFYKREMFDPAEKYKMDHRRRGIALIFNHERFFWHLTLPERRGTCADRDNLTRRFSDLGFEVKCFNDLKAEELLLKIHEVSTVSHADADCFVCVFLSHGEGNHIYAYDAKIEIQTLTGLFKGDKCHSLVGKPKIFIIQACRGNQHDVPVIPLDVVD
Target sequence (P55212 194-293 limits assumed): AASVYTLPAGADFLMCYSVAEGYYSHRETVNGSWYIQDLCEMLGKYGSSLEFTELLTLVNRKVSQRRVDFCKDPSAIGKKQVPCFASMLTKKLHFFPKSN
CFTR F508del cor = correctors of CFTR F508del function in bronchial epithelial cells | activity (quench increase), % at 7.58 µM | CFBE cells, YFP halide quenching; stimulated with forskolin plus potentiator P3; % fluorescence drop versus neutral controls | 350,000 compounds, 0.36% hits;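 active means mean added fluorescence quench of at least 8% versus neutral control, with both replicates also reaching 8%; inconclusive means only one of the mean or replicate conditions met; inactive means mean below 8% and not both replicates reaching 8%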;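 further: cells transiently co-express mutant CFTR-F508del with the halide-sensitive YFP; corrector assay measuring rescue of mutant channel to the surface after 24 h compound exposure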
SIRT5 inh = sirtuin-5 (human) deacylase inhibition | inhibition, % at 15 µM | Q9NXA8 | 330,000 compounds, 1.1% hits | Purified SirT5, succinyl-peptide AMC, trypsin-coupled fluorescence; in the data active means inhibition above about 15%; inconclusive means no clear call, values can overlap the other calls
Target sequence (Q9NXA8 whole entry, looked up): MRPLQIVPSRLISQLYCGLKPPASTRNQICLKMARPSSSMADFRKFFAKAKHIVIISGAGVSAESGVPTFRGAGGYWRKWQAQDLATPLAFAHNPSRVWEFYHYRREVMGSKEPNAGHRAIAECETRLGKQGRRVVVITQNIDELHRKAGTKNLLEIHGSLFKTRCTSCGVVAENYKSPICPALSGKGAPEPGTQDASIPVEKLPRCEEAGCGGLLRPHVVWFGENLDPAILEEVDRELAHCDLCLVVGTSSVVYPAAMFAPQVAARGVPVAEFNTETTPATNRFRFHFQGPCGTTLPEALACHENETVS
Starred values were filed as active, the others as inactive; ? = inconclusive; . = not tested or not shown; & = joins results of further samples; [ ] = remark or other dose.

miR122 inh	DENV2 CPE rescue	ERAP1 inh	ERp5 block	CASP6 VEID inh	CFTR F508del cor	SIRT5 inh	SMILES
-4	10	-6	-8	6	3.3	13	Cc1cc(C)cc(NC(=S)N(Cc2ccc(Cl)cc2)Cc2ccc(C(=O)O)cc2)c1
-8	1	-2	2	-1	0.4	0	CSc1cccc(CNC(=O)C2CCC(=O)N(Cc3cccc(C(F)(F)F)c3)C2)c1 (stereo not given)
39	6	-1	-1	10	1.5	-1	CCOC(=O)N1CCN(C(=O)c2cn(C)c3ccc(S(=O)(=O)N(C)C4CCCCC4)cc3c2=O)CC1
-2[16.7 µM]	11	5	-10	-4	1.6	-2	C/C=C/c1ccc2c(c1)O[C@H](CN(C)C(=O)c1ccncc1)[C@@H](C)CN([C@H](C)CO)S2(=O)=O
.	-2	2	-1	-16	1.9	-2	O=C(C[C@@H]1C=C[C@H](NS(=O)(=O)c2ccccc2)[C@H](CO)O1)NCCN1CCCCC1
0	-12	-2	5	-4	-0.3	.	COC(=O)C1=C(C(=O)OC)[C@@H]2N(C)c3ccccc3[C@@]23C[C@@H](C(=O)OC)N(C(C)=O)C3=N1
.	-4	-4	3	4	0.1	0	COc1cccc(/C=N/Nc2nc3ccccc3[nH]2)c1OC
12[16.7 µM]	?	-4	0	2	2.5	1	C[C@H]1CN([C@@H](C)CO)C(=O)c2cccc(NC(=O)Nc3cccc4ccccc34)c2O[C@H]1CN(C)CC1CCCCC1
-5	-1	2	3	-4	3.1	1	O=C(CC1CCCC1)Nc1ccc(Br)cc1
-4[16.7 µM]	12	0	1	-3	1.5	1	C[C@H](CO)N1C[C@H](C)[C@H](CN(C)S(=O)(=O)c2cn(C)cn2)Oc2ncc(C#Cc3ccc(F)cc3)cc2C1=O
-1	.	-2	1	-7	0.6	.	CCSc1ccc([C@@H]2[C@H]3C(=O)N(CC)C(=O)[C@H]3[C@]3(C(=O)OC)CCCCN23)cc1
.	11	-4	1	-5	1.4	0	CC(C)CCn1c(N2CCCC2)nc2c1c(=O)[nH]c(=O)n2C
.	17	2	1	0	-0.7	-5	CCCS(=O)(=O)N1CCc2ccc(NC(=O)C3CCCO3)cc2C1 (stereo not given)
-1	3	-1	-4	1	0.4	0	O=C(/C=C/c1ccccc1)NCc1ccco1
-3	0	5	0	6	0.6	0	Cc1cc(N2C(=O)C(O)=C(C(=O)c3ccco3)C2c2cccc(O)c2)no1 (stereo not given)
4	27*	-14	12	0	4.3	.	O=C(Nc1cccc(C(=O)O)c1)/C(=C\c1ccccc1)NC(=O)c1ccco1
.	0	-3	-1	-2	-1.0	2	COc1cccc(NC(=S)N2CCN(S(=O)(=O)c3ccccc3)CC2)c1
1	7	.	-2	0	0.4	-1	Oc1ccc(C[C@@H](CN2CCC[C@@H]2CN2C(=S)NC[C@@H]2Cc2ccccc2)N2C[C@H](Cc3ccccc3)N(CCc3ccccc3)C2=S)cc1
-9	-4	2	2	3	-0.4	1	COc1cc(OC)nc(Oc2cccc(C(F)(F)F)c2)n1
3	.	3	2	21	2.1	5	CCOC(=O)C1=C(C)N(C)C(=O)NC1c1cc2c(cc1[N+](=O)[O-])OCO2 (stereo not given)
-4[16.7 µM]	?	2	1	1	-2.2	4	C[C@@H]1CCCCO[C@@H](CN(C)Cc2ccncc2)[C@@H](C)CN([C@H](C)CO)C(=O)c2cc(NC(=O)c3ccncc3)ccc2O1
.	-1	-1	4	2	-0.5	-6	COc1cccc(-c2cc(C(=O)N/N=C/c3cccc(OC)c3OC)c3ccccc3n2)c1
.	-22	0	5	-1	2.8	2	C/C=C/c1ccc([C@H]2[C@@H](CO)N(C(=O)NCCC)[C@H]2CN(C)C(C)=O)cc1
18[16.7 µM]	-1	-1	2	.	-0.5	0	COc1ccc(NC(=O)Nc2cccc3c2O[C@@H](CN(C)Cc2ccccc2)[C@@H](C)CN([C@H](C)CO)C3=O)cc1
-7	-2	-8	2	2	-0.9	-2	O=C(Nc1cccc(F)c1)NC1(C(=O)N2CCC(O)CC2)CCCCC1
-9[16.7 µM]	1	2	6	0	-1.0	-7	CCS(=O)(=O)NCC[C@@H]1CC[C@@H](NS(=O)(=O)c2cccc(Cl)c2)[C@H](CO)O1
-3	0	-3	-2	2	-2.9	-2	Cc1ccc(OCc2cc(C(=O)N(C)CCc3nc4ccccc4[nH]3)no2)cc1C
-5	2	-4	0	-2	-2.0	0	OC(COc1cccc2ccccc12)CN1CCN(c2cccc(Cl)c2)CC1 (stereo not given)
0	-2	-1	5	2	0.4	11	C=CCSc1nnc(NC(=O)C2CSC3(C)CCC(=O)N23)s1 (stereo not given)
3	2	28	0	-2	1.5	0	COc1ccccc1N1CCN(CC(=O)c2c[nH]c3ccccc23)CC1
.	-3	5	3	3	1.4	-3	CO[C@@H]1CC[C@@H]2CCOc3c(C#N)cccc3C(=O)N(C)[C@H](C)C(=O)N(C)C[C@@H]1O2
0[16.7 µM]	10	0	3	-5	0.7	-2	C[C@H](CO)N1C[C@H](C)[C@@H](CN(C)C(=O)Nc2ccc3c(c2)OCO3)Oc2ncc(-c3cncnc3)cc2C1=O
.	-1	-4	-4	-7	2.1	.	CSc1nnc(-c2ccc(S(=O)(=O)N3CCOCC3)cc2)n1C
-6[16.7 µM]	4	.	.	.	-1.6	.	C[C@@H]1CCCCO[C@H](CN(C)S(=O)(=O)c2cccs2)[C@H](C)CN([C@H](C)CO)C(=O)c2cc(NC(=O)Cc3ccccc3)ccc2O1
-2	7	3	-1	-2	-2.1	-1	O=[N+]([O-])c1cc([N+](=O)[O-])c2nonc2c1Nc1ccccc1O
0	-1	-1	4	-1	-2.0	-2	CC(NC(=O)c1ccc(Cl)cc1)c1nnc(SCC(=O)NC2=NCCS2)n1C (stereo not given)
-3[16.7 µM]	-6	.	.	.	3.2	.	CN(C)C(=O)c1cccc(-c2ccc3c(c2)[C@@H]2[C@@H](CCN2C(=O)c2ccc4c(c2)OCO4)[C@H](CO)N3)c1
-7	-4	.	3	0	-0.2	-2	CN(CC(=O)Nc1ccc2c(c1)OCO2)S(=O)(=O)c1ccc2c(c1)CCC(=O)N2
0	.	10	-6	-3	.	-5	Cc1nc(C)c(-c2csc(NCCc3ccccc3)n2)s1
1	-3	1	2	-5	0.0	-2	COc1ccc(C(=O)CN2C(=O)c3ccccc3C2=O)c(OC)c1
-6[16.7 µM]	-10	-1	3	-4	4.1	-3	CO[C@@H]1CN(C)C(=O)c2ccc(NC(=O)C3CC3)cc2OC[C@H](C)N(C(=O)C2CCCCC2)C[C@H]1C
-9[16.7 µM]	?	0	4	1	-1.3	9	C/C=C/c1ccc([C@@H]2[C@@H](CO)N3CCCCN(S(=O)(=O)c4ccc(OC)cc4)C[C@@H]23)cc1
0	1	.	0	2	-2.2	-1	COC(=O)c1ccc2nc(-c3ccc(C)cc3)c(CC3CCCCC3)n2c1
-3	-1	-4	3	-3	-0.7	5	COc1ccc(C(=O)C2CCCN(C(=O)c3cccc(N4CCCC4=O)c3)C2)cc1OC (stereo not given)
17	-5	1	-14	-1	2.2	.	CCOC(=O)Nc1ccc2c3c(cccc13)-c1ccccc1-2
0	.	3	-1	3	-0.1	0	CC1=C(C(=O)Nc2ccccc2C)C(c2ccc(C)o2)N2C(=O)CSC2=N1 (stereo not given)
-3	-5	-3	-2	1	-0.5	2	Cc1cccc(CC(C)NC(=O)CCc2nnc(-c3ccccc3)o2)n1 (stereo not given)
.	-6	-2	1	-3	-4.0	0	O=C(NNC(=O)c1ccccc1-n1cccc1)c1ccc(Cl)nc1
-4	-8	0	4	1	0.9	-6	CCOc1ccccc1NC(=O)C(c1ccccc1)N1CCN(CC(=O)N2CCCC2)CC1 (stereo not given)
.	?	-3	2	1	0.1	-8	COc1ccc(C(CNC(=O)c2ccc(S(=O)(=O)Nc3ccccc3OC)cc2)N2CCCC2)cc1 (stereo not given)
.	1	0	0	1	-1.9	-1	C[C@H](CO)N1C[C@H](C)[C@H](CN(C)S(=O)(=O)c2cccc(C#N)c2)OCc2ccccc2-c2c(n(C)c3ccccc23)C1=O
2	1	-3	-6	0	1.7	1	O=c1c(/C=N/O)c(Nc2ccccc2)nc2ccccn12
-20[16.7 µM]	-7	0	4	-2	0.6	-1	CC(C)CC#Cc1ccc2c(c1)O[C@H](CN(C)C(=O)c1ccncc1)[C@H](C)CN([C@@H](C)CO)S2(=O)=O
-4	12	3	0	-4	1.3	.	CCn1c(SCC(=O)NNC(=O)c2ccc(C)cc2)nnc1C1CC1
-2	3	4	-2	1	1.1	3	CC(C)c1ccc(NC(=O)CSc2nc(=O)n(CCCN3CCOCC3)c3c2CCC3)cc1
.	-13	-2	-1	-1	-1.1	.	CN(C)c1nc(NC(C)(C)C)nc(NC(C)(C)C)n1
.	8	-1	1	0	0.3	2	N#C[C@@H]1[C@H](c2ccccc2-c2cccc(F)c2)[C@H](CO)N1S(=O)(=O)c1cccc(F)c1
.	-5	1	0	-3	-4.2	0	COCCNC(=O)/C(C#N)=C/c1ccccc1Br
-2	6	1	2	1	-1.1	-2	O=C(CNC(=O)c1cccs1)N/N=C/c1ccc(Cl)cc1
-3	4	-4	1	1	-0.3	-1	O=C(NCCN1CCCC1=O)C1CCC(=O)N(CCc2cccc(F)c2)C1 (stereo not given)

Compounds listed so far with a CF3 group (2):
miR122 inh	DENV2 CPE rescue	ERAP1 inh	ERp5 block	CASP6 VEID inh	CFTR F508del cor	SIRT5 inh	SMILES
-8	1	-2	2	-1	0.4	0	CSc1cccc(CNC(=O)C2CCC(=O)N(Cc3cccc(C(F)(F)F)c3)C2)c1 (stereo not given)
-9	-4	2	2	3	-0.4	1	COc1cc(OC)nc(Oc2cccc(C(F)(F)F)c2)n1

New compounds follow.
miR122 inh	DENV2 CPE rescue	ERAP1 inh	ERp5 block	CASP6 VEID inh	CFTR F508del cor	SIRT5 inh	SMILES
.	4	2	1	0	3.6	-2	O=S(=O)(N[C@@H]1CCCN(Cc2cccc(OCCO)c2)C1)c1cc(Cl)ccc1Cl
.	.	-2	2	0	1.4	-1	CCCc1ccc(OCc2ccc(C(=O)Nc3cccc(C)n3)o2)c(OC)c1
0[16.7 µM]	2	-1	1	0	-1.0	0	O=C(C[C@@H]1CC[C@@H]2[C@H](COC[C@@H](O)CN2S(=O)(=O)c2ccccc2)O1)NCCN1CCCCC1
.	-2	0	6	3	-2.5	1	CC(Oc1ccccc1)C(=O)Nc1nc(-c2ccncc2)cs1 (stereo not given)
-3	-3	2	2	0	-1.7	-1	CCCCCCSc1ccc([C@@H]2[C@H]3C(=O)N(C)C(=O)[C@H]3[C@]3(C(=O)OC)CCCCN23)cc1OC
.	-9	-1	2	2	-1.2	-1	COc1ccc(CNC(=O)c2ccc(Cn3nc(C)c([N+](=O)[O-])c3C)o2)cc1
.	-2	-30	6	2	-0.3	-4	O=C(CSc1nc2ccccc2s1)N/N=C/c1ccc(C(=O)O)cc1
.	-2	-6	-1	0	-1.5	0	CC(=O)Nc1ccc2c(c1)OCCOCCOc1cc(NC(C)=O)ccc1OCCOCCOCCO2
-1	-2&-6	0&-1	14&4	0&-1	2.0&2.4	1&2	C[C@H](CO)N1C[C@H](C)[C@H](CN(C)Cc2cncnc2)Oc2cc(Br)ccc2S1(=O)=O
-4[16.7 µM]	2	.	10	.	1.8	.	CC(C)NC(=O)N(C)C[C@@H]1OCCCC[C@H](C)Oc2ccc(NC(=O)c3ccccc3)cc2C(=O)N([C@H](C)CO)C[C@@H]1C
2	-2	-1	-3	8	1.5	2	CCc1nc2c(OCC(=O)C(C)(C)C)cccn2c1N(C=O)Cc1ccc(OC)cc1
0	0	0	2	-2	2.4	0	Cc1cc(Br)ccc1NC(=O)CNC(=O)COc1ccccc1C
27[16.7 µM]	174*	-3	0	-3	0.8	0	C[C@H](CO)N1C[C@H](C)[C@@H](CN(C)C(=O)C2CC2)Oc2cc(C#Cc3ccccc3)ccc2S1(=O)=O
